Assay outcomes as filed in PubChem.
Epigenetic derep: Quantitative High-Throughput Screen for Regulators of Epigenetic Control; murine LDR cells, GFP reporter derepression, 30 h; Potency, µM (series often up to 53.9 µM), for inactives: top-dose GFP activation, usual class: activators; actives 0.2% (n = 280,000); AID 1865, 2009; note: potency is the fitted concentration of half-maximal effect; % of control where 0% means no effect; nearly all actives have a fitted effect of over 60% in size
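Murine LDR cells carrying a silenced, genomically integrated CMV-driven GFP reporter were exposed to compound for 30 hours at 37 C. After PBS washes, GFP-positive cells (20–120 um objects) were counted by laser-scanning microplate cytometry.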
IMPase Li inh: qHTS Assay for Identifying the Cell-Membrane Permeable IMPase Inhibitors: Potentiation with Lithium; Potency, µM (series often up to 59.4 µM), inactives show top-dose activity, negative = IMPase inhibition, usual class: inhibitors; actives 0.35% (n = 210,000); CHO-M1 cells, IP1 TR-FRET (IP-One), carbachol + lithium;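 note: IP1 builds up when IMPase is blocked and the TR-FRET signal falls; potency is the fitted concentration of half-maximal effect; plate controls were basal vehicle for no effect and high inhibitor control for full effect; nearly all actives have a fitted effect of over 50% in size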
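Test compounds were applied to CHO-M1 cells previously cultured for 16–30 h at 2000 per well. A small lithium amount accompanied them; after 30 min at 37C, IP1 was quantified by TR-FRET.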
HTT aggregate: qHTS Multiplex Assay to Identify Dual Action Probes in a Cell Model of Huntington: Aggregate Formation (GFP); PC12 HttQ103-GFP aggregates, Acumen cytometry, 40 h; Potency, µM (top dose mostly 46.1 µM), inactives show top-dose activity change, negative = inhibition, usual class: inhibitors; actives 1.1% (n = 220,000); AID 1688, 2009; note: potency is the fitted concentration of half-maximal effect; % is set by controls: 0 for no effect and ±100 for the full control effect; nearly all actives have a fitted effect of over 60% in size
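Read-out: GFP aggregate count by laser scanning cytometer (488 nm excitation, 500-530 nm emission, 1–25 µm objects >6 SD above background). Cells: PC12, inducible HTTex1-Q103-GFP, 100 nM tebufenozide; compounds titrated.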
NPSR antagonist: qHTS Assay for Antagonists of the Neuropeptide S Receptor: cAMP Signal Transduction; Q6W5P4; CHO-NPSR cells, cAMP TR-FRET, antagonist mode; Potency, µM (titrated, usually from 38.3 µM), inactives show at the highest dose activity change, negative = inhibition, usual class: inhibitors; actives 1% (n = 220,000); AID 1461, 2008; note: potency is the fitted concentration of half-maximal effect; % is set by controls: 0 for no effect and ±100 for the full control effect; nearly all actives have a fitted effect of over 50% in size; many of its hits are not listed in these tables
Lamin A splicing: qHTS Assay for Modulators of Lamin A Splicing; Potency, µM (top dose mostly 46.1 µM), for inactives: at the highest dose ratio change, negative = inhibition, usual class: inhibitors; actives 0.01% (n = 200,000); HeLa LMNA splicing GFP/RFP minigene ratio, 48 h; AID 1487, 2009; active = well fitted inhibition curve with a large enough effect in the signal ratio, with a control signal flat, not every such curve was filed as active; inconclusive = small, poorly fitted or top-dose-only effect, or effect the other way, or a change in a side signal; the % refers to the signal ratio; note: potency is the fitted concentration of half-maximal effect; % is set by controls: 0 for no effect and ±100 for the full control effect
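Read-out is the ratio of GFP to DsRed2 object intensity, acquired by 488 nm laser-scanning cytometry on HeLa lamin A-EGFP minigene reporter cells. Compound incubation 48 hrs at 37 °C in Opti-MEM with 2% FBS; DMSO 0.5% final.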
CBFb-RUNX1 inh: qHTS Assay for Compounds Blocking the Interaction Between CBF-beta and RUNX1 for the Treatment of Acute Myeloid Leukemia; Runt-related transcription factor 1 (Homo sapiens) + Core-binding factor subunit beta …; AlphaScreen CBFb-His/RUNX1-biotin binding, biochemical; Potency, µM (doses to about 59.8 µM), inactives show at the top dose activity, negative = inhibition, usual class: inhibitors; 230,000 tested, under 10 active; note: % of control where 0% means no effect
Target sequence (Q01196 whole entry, looked up): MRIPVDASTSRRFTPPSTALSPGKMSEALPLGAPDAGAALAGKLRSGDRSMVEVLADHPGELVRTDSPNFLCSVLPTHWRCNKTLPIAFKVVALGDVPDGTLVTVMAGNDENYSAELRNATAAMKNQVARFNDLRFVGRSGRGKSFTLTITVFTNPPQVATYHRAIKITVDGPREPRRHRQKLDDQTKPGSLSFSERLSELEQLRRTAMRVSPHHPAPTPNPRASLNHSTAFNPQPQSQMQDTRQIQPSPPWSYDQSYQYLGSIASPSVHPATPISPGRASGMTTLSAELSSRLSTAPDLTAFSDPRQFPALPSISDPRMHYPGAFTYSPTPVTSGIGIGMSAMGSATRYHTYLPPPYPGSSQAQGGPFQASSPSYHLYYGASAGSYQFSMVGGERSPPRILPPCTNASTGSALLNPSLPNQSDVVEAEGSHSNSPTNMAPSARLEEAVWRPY
Target sequence (Q13951 whole entry, looked up): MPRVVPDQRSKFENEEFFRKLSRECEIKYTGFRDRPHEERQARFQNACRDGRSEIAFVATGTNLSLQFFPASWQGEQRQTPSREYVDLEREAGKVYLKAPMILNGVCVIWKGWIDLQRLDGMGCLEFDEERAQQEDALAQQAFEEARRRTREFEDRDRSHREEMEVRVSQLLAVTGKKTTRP
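Compounds were screened at multiple concentrations against a preformed CBF-beta(His)/RUNX1(biotin) complex (30 nM of each) for 15 min at room temperature, followed by 90 min with nickel and streptavidin beads and AlphaScreen reading.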
Luc counter: Counterscreen for Luciferase (Kinase-Glo TM) Inhibition. AID 1379, 2008. Potency, µM (doses to about 38.3 µM), for inactives: at the top dose activity change, negative = inhibition, most hits filed as inhibitors. actives 0.28% (n = 200,000). Luciferin 4-monooxygenase (Photuris pensylvanica), Q27757. Kinase-Glo luciferase, ATP luminescence, 8 min; note: potency is the fitted concentration of half-maximal effect; % is set by controls: 0 for no effect and ±100 for the full control effect; nearly all actives have a fitted effect of over 60% in size
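Inhibition of Kinase-Glo luciferase light generation was assessed at 10 uM ATP in pH 7.2 imidazole buffer, with luminescence measured after eight minutes at ambient temperature.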
Starred values were filed as active, the others as inactive; ? = inconclusive; . = not tested or not shown; & = joins results of further samples; [ ] = another dose, or the depositor's remark. Unless noted, calls come from the whole dose curve; as a rule, active = well fitted curve in the direction sought with a large enough effect; inconclusive = small, poorly fitted or top-dose-only effect, or another doubt; inactive = no such curve, though single readings can be large; an effect the other way counts as inactive or inconclusive. A portion of the library (hit frequency here may not be typical).

item	smiles	Epigenetic derep	IMPase Li inh	HTT aggregate	NPSR antagonist
1	NC(=O)Cc1nc(-c2ccc(Br)cc2)cs1	1.0%	-2%	5%	26%
2	CCOC(=O)Cc1csc(NC(=O)c2cc3c(s2)CCCC3)n1	2.9%	-7%[38.3 µM]	10%	-10%[46.1 µM]
3	O=c1[nH]c(N2CCc3ccccc3C2)nc2c1CCC2	-3.5%	2%[38.3 µM]	-2%	-9%[46.1 µM]
4	O=C(Nc1cccc([N+](=O)[O-])c1)c1ccc(-c2ccccc2)cc1	0.0%	1%	23%	3%
5	CC(=O)OCCn1c2nc(=O)[nH]c(=O)c-2nc2cc(C)c(C)cc21	-1.1%	.	?	52%
6	CC1CCCN(S(=O)(=O)c2ccc3c(c2)n(C)c(=O)c(=O)n3C)C1 (stereo not drawn)	-1.3%	.	2%[9.22 µM]	-23%
7	O=C(CSc1nnc2ccccn12)NCc1cccs1	0.5%	-6%[38.3 µM]	?	-8%[46.1 µM]
8	O=C(N/N=C/c1ccc(C(F)(F)F)cc1)c1ccc(O)cc1	-0.5%	4%	7%	-29%

item	Lamin A splicing	CBFb-RUNX1 inh	Luc counter
1	?	3%	1%
2	8%	-5%	7%
3	7%	-3%	1%
4	1%	1%	-2%
5	?	15%	.
6	.	14%	.
7	14%	-4%	-1%
8	?	-2%	-10%

(further entries)
item	smiles	Epigenetic derep	IMPase Li inh	HTT aggregate	NPSR antagonist
9	CCc1c(C)n([O-])c2c([n+]1=O)CCCCC2	0.8%	1%[38.3 µM]	-1%	-3%[46.1 µM]
10	CN(C)C(CNC(=O)c1cccc(S(=O)(=O)N2CC3(C)CC2CC(C)(C)C3)c1)c1ccco1 (stereo not drawn)	0.3%	-4%[38.3 µM]	-9%	-19%[7.67 µM]
11	O=C(NC1CCS(=O)(=O)C1)c1cccc(S(=O)(=O)N2CCCC2)c1 (stereo not drawn)	3.1%	6%	9%	11%
12	Cc1nc2c(OCc3ccccc3)cccn2c1CC#N	-1.2%&1.9%	12%&15%	.	-5%[46.1 µM]
13	COc1ccc(NS(=O)(=O)c2cc(NC(=O)c3cc(F)c(F)c(F)c3F)ccc2N2CCCC2)cc1	-1.4%	.	-7%[9.22 µM]	-32%
14	Cc1ccc(CNC(=O)C2CC3Cn4c(nc5cc6ccccc6cc54)C3N2C)o1 (stereo not drawn)	1.2%	.	9%[9.22 µM]	17%
15	Cc1cccc(NC(=O)N2CCN(Cc3ccc(Cl)cc3)CC2)c1	1.1%	7%	5%	-9%
16	Cc1ccc(C)n1-c1cccc(NC(=O)c2ccccc2)c1	-0.9%	3%	18%	-4%

item	Lamin A splicing	CBFb-RUNX1 inh	Luc counter
9	-3%	3%	-9%
10	-4%	2%	-3%
11	9%[46 µM]	13%	1%
12	?	15%	-11%&-1%
13	.	1%	.
14	.	5%	.
15	.	-1%	-3%
16	-9%	-1%	-2%

Following part.
item	smiles	Epigenetic derep	IMPase Li inh	HTT aggregate	NPSR antagonist
17	COc1ccc(CNC(=O)COC(=O)CC2CC3CCC2C3)cc1OC (stereo not drawn)	0.0%	-4%	-17%	16%
18	O=C(CCCOc1ccccc1)Nc1ccc(S(=O)(=O)N2CCOCC2)cc1	0.4%	-2%[38.3 µM]	-16%	-9%[7.67 µM]
19	O=C(O)c1cc(N/N=C/c2cccnc2)ccc1Cl	-2.4%	.	16%[9.22 µM]	14%
20	COc1cc(NC2c3ccccc3C(=O)N2Cc2ccccc2)cc(OC)c1OC (stereo not drawn)	-1.8%	.	35%[9.22 µM]	-13%
21	Cc1ccc(C)c(NC(=S)NNC(=O)c2ccco2)c1	0.1%	1%[38.3 µM]	0%	1%[46.1 µM]
22	Nc1oc2ccc(F)cc2c(=O)c1C=O	?	3%	-15%	19%
23	CCOC(=O)c1c(C)nn(Cc2ccccc2)c1N	-2.1%	-3%[38.3 µM]	4%	-7%[46.1 µM]
24	Cc1cc(C)cc(N2C(=O)CC(N(C(=O)c3ccco3)c3cc(C)cc(C)c3)C2=O)c1 (stereo not drawn)	1.5%	44%[activator][38.3 µM]	-6%	-19%[46.1 µM]

item	Lamin A splicing	CBFb-RUNX1 inh	Luc counter
17	?	-4%	5%
18	-5%	6%	2%
19	.	0%	.
20	.	2%	.
21	5%	6%	-3%
22	?	-1%	-1%
23	3%	17%	2%
24	10%	-5%	2%

(next part)
item	smiles	Epigenetic derep	IMPase Li inh	HTT aggregate	NPSR antagonist
25	S=C(NCc1cccs1)Nc1cc(Cl)cc(Cl)c1	1.3%	.	-9%[9.22 µM]	?
26	CCCCCCCCn1cc(C(C)=O)c(=O)[nH]c1=O	-0.4%	5%[38.3 µM]	6%	-14%[46.1 µM]
27	O=C(NNC(=O)c1cccs1)c1ccc(S(=O)(=O)N2CCCCC2)cc1	-3.2%	0%	?	15%
28	N/C(=N\OC(=O)c1cccc(Cn2cc(C(F)(F)F)ccc2=O)c1)c1ccccc1	-0.3%	.	-13%[9.22 µM]	-9%
29	Cc1ccc(O)c(NC(=O)c2cc(-c3ccc(F)cc3)on2)c1	2.6%&-1.8%	0%	15%	4%

item	Lamin A splicing	CBFb-RUNX1 inh	Luc counter
25	.	23%	.
26	-2%	1%	0%
27	-12%	3%	1%
28	.	16%	.
29	7%[46 µM]	3%	-7%

Structures from the list above with sulfur, in the order listed:
item	smiles	Epigenetic derep	IMPase Li inh	HTT aggregate	NPSR antagonist
1	NC(=O)Cc1nc(-c2ccc(Br)cc2)cs1	1.0%	-2%	5%	26%
2	CCOC(=O)Cc1csc(NC(=O)c2cc3c(s2)CCCC3)n1	2.9%	-7%[38.3 µM]	10%	-10%[46.1 µM]
6	CC1CCCN(S(=O)(=O)c2ccc3c(c2)n(C)c(=O)c(=O)n3C)C1 (stereo not drawn)	-1.3%	.	2%[9.22 µM]	-23%
7	O=C(CSc1nnc2ccccn12)NCc1cccs1	0.5%	-6%[38.3 µM]	?	-8%[46.1 µM]
10	CN(C)C(CNC(=O)c1cccc(S(=O)(=O)N2CC3(C)CC2CC(C)(C)C3)c1)c1ccco1 (stereo not drawn)	0.3%	-4%[38.3 µM]	-9%	-19%[7.67 µM]
11	O=C(NC1CCS(=O)(=O)C1)c1cccc(S(=O)(=O)N2CCCC2)c1 (stereo not drawn)	3.1%	6%	9%	11%
13	COc1ccc(NS(=O)(=O)c2cc(NC(=O)c3cc(F)c(F)c(F)c3F)ccc2N2CCCC2)cc1	-1.4%	.	-7%[9.22 µM]	-32%
18	O=C(CCCOc1ccccc1)Nc1ccc(S(=O)(=O)N2CCOCC2)cc1	0.4%	-2%[38.3 µM]	-16%	-9%[7.67 µM]
21	Cc1ccc(C)c(NC(=S)NNC(=O)c2ccco2)c1	0.1%	1%[38.3 µM]	0%	1%[46.1 µM]
25	S=C(NCc1cccs1)Nc1cc(Cl)cc(Cl)c1	1.3%	.	-9%[9.22 µM]	?

item	Lamin A splicing	CBFb-RUNX1 inh	Luc counter
1	?	3%	1%
2	8%	-5%	7%
6	.	14%	.
7	14%	-4%	-1%
10	-4%	2%	-3%
11	9%[46 µM]	13%	1%
13	.	1%	.
18	-5%	6%	2%
21	5%	6%	-3%
25	.	23%	.

item	smiles	Epigenetic derep	IMPase Li inh	HTT aggregate	NPSR antagonist
27	O=C(NNC(=O)c1cccs1)c1ccc(S(=O)(=O)N2CCCCC2)cc1	-3.2%	0%	?	15%

item	Lamin A splicing	CBFb-RUNX1 inh	Luc counter
27	-12%	3%	1%
